human PMI inhibitors = human PMI inhibitors, high substrate, primary screen, biochemical, fluorescence intensity, high mannose 6-phosphate (AID 1220); Mannose-6-phosphate isomerase (Homo sapiens); inhibition, % at 20 µM, or IC50 in µM where a hit was titrated; 0.66% of 190,000 active; recombinant PMI enzyme, coupled fluorescence intensity; higher % means a stronger effect; in the data active means inhibition above about 50%
Yfh1-off respiration = enhancers of respiration in Yfh1-depleted yeast, dose response, Friedreich's ataxia, plus single-dose screen (AID 1465); S. cerevisiae Yfh1-off respiration, WST-1 reduction, 72 h; higher fold induction means a stronger effect; 0.074% of 220,000 active; one-dose fold induction at 50 µM; EC50 in µM for titrated hits;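 active means fold induction of absorbance versus untreated yeast above a set limit, then at least 30% activation at any dose in follow-up; inconclusive means repeats straddling the limit, or above it without dose testing; inactive means fold induction below the set limit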;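 further: activators that raise dye reduction in frataxin-depleted yeast; strong numbers were not always called active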
P. falciparum M17LAP = P. falciparum M17LAP inhibitors, primary screen, biochemical, fluorogenic H-Leu-NHMec substrate, 1536-well (AID 1619). Leucine aminopeptidase (Plasmodium falciparum (isolate 3D7)). recombinant M17LAP, H-Leu-NHMec fluorogenic kinetic assay; higher % means a stronger effect. one-dose inhibition, % at 30 µM; IC50 in µM for titrated hits. 0.38% of 220,000 active;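 active means compound inhibiting the enzyme by more than half at any dose during confirmatory dose-response retesting; inconclusive means strong single-dose inhibitors picked by rank but not retested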;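 further: plate controls were full reaction with DMSO carrier for no effect and no enzyme background for full effect; strong numbers were not always called active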
Siah-1 displacement = Siah-1 peptide-binding antagonists, primary screen, biochemical, fluorescence polarization, rhodamine-plectin, uHTS (AID 1817); Siah-1 / rhodamine-plectin peptide fluorescence polarization; higher % means a stronger effect; 0.02% of 290,000 active; displacement, % at 20 µM; hits with a dose series show IC50 in µM;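 active means displacement of at least 50% at 20 µM, with a fluorescence ratio check between 0.3 and a set limit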;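 further: plate controls were Siah plus tracer with DMSO for no effect and tracer alone without Siah for full effect; strong numbers were not always called active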
Salmonella PhoP GFP = inhibitors of PhoP regulon expression, primary screen, Salmonella Typhimurium, GFP reporter (AID 1863). S. Typhimurium PhoP-regulated promoter GFP reporter, 4 h; higher % means a stronger effect. inhibition, % at 50 µM; hits with a dose series show IC50 in µM. 0.16% of 300,000 active;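 active means inhibition over 29.93%, a cutoff 3 SD above the screen mean, later confirmed by dose response; inconclusive means inhibition over 29.93% but no dose response follow-up; inactive means inhibition at most 29.93% or unconfirmed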;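 further: 0% = low Mg2+ inducing control and 100% = high Mg2+ repressing control; strong numbers were not always called active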
P. falciparum M1AAP = P. falciparum M1AAP inhibitors, biochemical, fluorogenic H-Leu-NHMec substrate, 1536-well (AID 1445); Aminopeptidase N (Plasmodium falciparum (isolate 3D7)); recombinant M1AAP, H-Leu-NHMec fluorogenic kinetic assay; higher % means a stronger effect; one-dose inhibition, % at 30 µM; IC50 in µM for titrated hits; 0.42% of 220,000 active;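 active means primary inhibition above the hit cutoff, then over 50% inhibition at one or more dose response concentrations, cut at about 23% in these data, passing the limit was not always enough; inconclusive means conflicting primary data, or primary hits not chosen for dose response; inactive means low primary inhibition, or under 50% at every dose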;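 further: plate controls were DMSO full reaction for no effect and no enzyme background for full effect; strong numbers were not always called active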
ER stress rescue = rescue of cells from ER stress-induced death, primary screen, 384-well, CSM14.1, thapsigargin, ATP luminescence (AID 1222); cellular ATP content (survival), % at 20 µM; hits with a dose series show EC50 in µM; CSM14.1 thapsigargin-induced death rescue, ATP luminescence; higher % means a stronger effect; 190,000 tested, under 10 active;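 active means EC50 below 50 µM in the dose-response confirmation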;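 further: death triggered by thapsigargin at about 15 µM added after 2 h compound pretreatment; cell ATP read after overnight thapsigargin exposure of roughly 18 to 22 hours; normalized against plate controls of thapsigargin alone and 5% DMSO vehicle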
West Nile antiviral = West Nile virus antiviral activity, cell-based, CPE readout (AID 1621); 0.02% of 290,000 active; CPE inhibition, % at 10 µM, or IC50 in µM where a hit was titrated; West Nile virus-infected cells, CPE inhibition; higher % means a stronger effect; in the data active means a potency from the dose series; inconclusive means CPE inhibition mostly from about 3.7% at the one dose, without a potency; inactive means the rest, 99 in 100 with CPE inhibition below about 2.2%; further: strong numbers were not always called active
XIAP antagonists = XIAP antagonists, biochemical, IAP family, fluorescence polarization (AID 1018); displacement, % at 20 µM; hits with a dose series show IC50 in µM; 0.007% of 200,000 active; E3 ubiquitin-protein ligase XIAP (Homo sapiens); XIAP BIR domain, fluorescence polarization peptide displacement; higher % means a stronger effect; in the data active means displacement above about 50%; further: a part of the inactive calls stands beside numbers as strong as those of hits
* hit, by the source's call; i = inactive; ? = inconclusive; . = no result given.

SMILES | human PMI inhibitors | Yfh1-off respiration | P. falciparum M17LAP | Siah-1 displacement | Salmonella PhoP GFP | P. falciparum M1AAP | ER stress rescue | West Nile antiviral | XIAP antagonists
CN(CC(=O)Nc1ccc(N2CCOCC2)cc1)C(=O)C1CCCC1 | 10% | i | -2% | -4% | -6% | -2% | 1.8% | -0.3% | -5.6%
C=CCSc1nc(C)c(CCC(C)C)c(=O)[nH]1 | 2% | i | -4% | 2% | 10% | -2% | -1.6% | 0.8% | -2.1%
O=S(=O)(Nc1ccccn1)c1ccc(C2CCCCC2)cc1 | 5% | i | 0% | -5% | -7% | 9% | 0.1% | -0.8% | -1.5%
O=C(CSc1ncn[nH]1)c1cccc([N+](=O)[O-])c1 | -2% | i | -1% | -1% | 0% | 3% | 1.6% | -1.1% | -1.6%
Cc1ccc(S(=O)(=O)N2CCN(S(=O)(=O)N3CCOCC3)CC2)cc1 | 9% | i | 0% | 0% | -4% | 1% | -1.2% | 0.0% | -3.6%
Cc1ccccc1OCc1nnc(SCC(=O)Nc2c(C)n(C)n(-c3ccccc3)c2=O)n1-c1ccccc1 | 0% | i | 7% | 1% | 2% | 0% | 3.3% | -0.5% | -13%
Cn1nnnc1SCC(=O)c1ccc2c(c1)OCCO2 | -2% | i | 2% | -8% | -4% | 0% | -2.5% | -0.1% | -3.5%
CC1(C)CC(=O)C2=C(C1)N(c1ccccc1)C(N)=C(C#N)C2c1ccccc1 (stereo unspecified) | 14% | i | 18% | 5% | 1% | 7% | -1.9% | 0.5% | -2.8%
Cc1sc(/N=C/c2c(O)ccc3ccccc23)c(C#N)c1C | -4% | . | -1% | -1% | -6% | 1% | -4.3% | . | -4.5%
CCN1C(=O)CC(c2ccco2)Sc2ccccc21 (stereo unspecified) | 2% | i | 19% | -2% | -10% | 21% | -2.6% | 0.4% | -2.5%
Cc1cc(C)nc(NC(=NCCc2c[nH]c3ccccc23)NC(=O)c2ccco2)n1 | 8% | i | 9% | 4% | -8% | 2% | 1.1% | 1.7% | 0.2%
COc1ccccc1N1CCN(C(=O)C(NS(=O)(=O)c2cccs2)c2ccccc2)CC1 (stereo unspecified) | 4% | i | -4% | 0% | -4% | 7% | 3.4% | -0.3% | -1.6%
CC(=O)Nc1ccccc1-c1nnn(CC(=O)Nc2ccc3c(c2)OCCO3)n1 | -7% | i | 11% | -4% | 3% | 6% | -1.4% | -0.1% | -4.3%
CCOC(=O)c1c(NC(=O)CCN2CCOCC2)sc2c1CC(C)(C)OC2 | -4% | i | -2% | -7% | -2% | 7% | -3.0% | 0.6% | -1.4%
COc1c(C(=O)NNC(=O)c2ccccc2Cl)csc1Br | . | i | -5% | 8% | -1% | 2% | . | 0.1% | .
O=C(CSc1nnc(CNc2ccc(F)cc2)n1Cc1ccco1)N1CCOCC1 | -2% | i | 3% | -2% | -6% | -20% | -1.3% | 0.8% | -5.0%
COc1ccc(CC(=O)NCc2nnc(SCc3ccc(C)cc3)n2C)cc1 | 9% | i | -6% | -4% | -3% | 15% | -4.3% | -0.8% | -4.7%
COc1ccc(C(=O)Nc2ccc3c(c2)nc(CCNC(C)=O)n3C)cc1 | 0% | i | 20% | 0% | 5% | 1% | -2.0% | 0.6% | -5.0%
O=C(Cc1c(O)c2ccccc2[nH]c1=O)NC1CCCCCC1 | 6% | i | 23% | -2% | -16% | 14% | -1.1% | 0.2% | -5.4%
S=C(NC1CCCCC1)N1CCn2cccc2C1c1cccnc1 (stereo unspecified) | 13% | i | 2% | 0% | -4% | 5% | -0.3% | -1.5% | -0.4%
CCOC(=O)CSc1ncc(-c2ccccc2)cn1 | 3% | i | -3% | 1% | -15% | 0% | -2.7% | 0.9% | -1.6%
O=C(Nn1cnnc1)c1ccc(Br)s1 | -17% | i | -5% | -2% | -7% | 2% | -3.9% | 0.1% | -0.6%
COc1cccc(C2CC(c3cccs3)=NN2S(C)(=O)=O)c1 (stereo unspecified) | 4% | i | -5% | -4% | 6% | 3% | -0.2% | -0.7% | -21%
CC(=O)Nc1cc[n+](C(C)C(=O)c2ccc(Br)cc2)cc1 (stereo unspecified) | -6% | i | . | 0% | . | . | -0.2% | -0.4% | -5.7%
O=C(Nc1ccccc1)N1CCOCC1 | -1% | i | 23% | 2% | -9% | 4% | -0.8% | 0.7% | -0.1%

Following part
SMILES | human PMI inhibitors | Yfh1-off respiration | P. falciparum M17LAP | Siah-1 displacement | Salmonella PhoP GFP | P. falciparum M1AAP | ER stress rescue | West Nile antiviral | XIAP antagonists
N=c1sccn1CC(=O)Nc1cccc(S(=O)(=O)N2CCCCCC2)c1 | -10% | i | -1% | 3% | 3% | 14% | -1.6% | -0.7% | -5.7%
Cc1ccc(NC(C)c2cc(Cl)ccc2O)cc1 (stereo unspecified) | 10% | i | 5% | -5% | 3% | -2% | -0.3% | ? | -3.5%
NS(=O)(=O)c1ccc(NC(=O)c2cc(-c3cccs3)nc3ccccc23)cc1 | 7% | i | 12% | 11% | 0% | 8% | -1.9% | 0.7% | -8.0%
O=C(CCc1nc(-c2ccccc2Cl)no1)NCC1CCCO1 (stereo unspecified) | -13% | i | -3% | -2% | 0% | 0% | . | -0.3% | -1.2%
CCOC(=O)COc1ccc2c(c1)C(=O)CC(C)(C)O2 | -2% | i | -116% | 2% | -2% | 12% | -1.2% | 0.5% | -4.1%
O=C1CSC(c2cccnc2)N1c1ccc(Cl)cc1 (stereo unspecified) | 5% | i | 4% | 5% | -7% | 10% | 0.6% | 0.0% | -0.9%
OC1CSc2nc3ccccc3n2C1 (stereo unspecified) | 7% | i | 11% | -2% | 0% | 8% | 0.7% | 0.9% | -10%
S=C(NCCN1CCCCC1)Nc1ccc(Br)cc1 | . | i | 9% | -2% | 1% | 7% | . | 0.2% | .
CCS(=O)(=O)N1CCC(C(=O)NCC2CCCO2)CC1 (stereo unspecified) | -4% | i | -11% | 0% | 0% | 9% | -2.2% | 0.2% | 1.6%
Cc1ccc(C(=O)c2nocc2C(=O)c2cccs2)cc1 | 16% | i | -6% | 2% | -1% | -3% | -1.6% | 0.3% | 4.7%
N/C(=N\OC(=O)c1ccc([N+](=O)[O-])cc1)c1ccccn1 | 1% | i | 0% | 1% | 5% | 7% | -2.4% | 0.1% | -10%
C=C(C)CNC(=S)NNC(=O)c1ccco1 | 9% | i | 1% | -2% | -2% | 3% | 1.8% | 0.4% | -4.9%
O=C(Nc1ccc(Cl)cn1)Nc1ccccc1F | 0% | i | 4% | 8% | 1% | -3% | -0.5% | -0.6% | -4.2%
COC(=O)C1=C2SC(C)C(=O)N2C(N)=C(C#N)C1c1cc(OC)c(OC)c(OC)c1 (stereo unspecified) | 24% | i | 16% | 3% | -7% | 9% | 0.9% | 0.8% | 1.2%
CCCCCCOC(=O)Cc1c(C)nc(N)[nH]c1=O | . | i | 5% | 4% | -2% | -5% | . | 0.1% | .
CC(C)CN(CC(C)C)S(=O)(=O)N1CCC(C(=O)NCCc2ccc(Cl)cc2)CC1 | 2% | i | 9% | -1% | 7% | 5% | 1.3% | -1.2% | -23%
Fc1ccccc1/C=C/c1ccc2ccccc2n1 | 10% | i | 5% | 1% | 7% | 4% | -5.4% | -0.9% | -4.9%
COc1ccc(-c2ccc(=O)n(CC(=O)Nc3ccc4c(c3)OCCO4)n2)cc1 | -13% | i | -8% | -2% | -4% | -1% | -2.1% | 0.6% | -7.1%
CCc1ccc(C(=O)Nc2ccc(OC)c(S(=O)(=O)N3CCOCC3)c2)cc1 | 0% | i | -3% | 6% | -4% | 5% | 0.4% | -0.6% | -1.6%
CC(C)(C)C(=O)N/C(N)=N/c1nc2ccccc2o1 | . | i | 4% | 3% | -1% | 2% | . | -0.6% | .
CCCCn1c(=NC(=O)c2cccnc2)c(C(=O)OCC)cc2c(=O)n3ccccc3nc21 | -24% | i | -58% | 3% | 10% | -4% | . | 0.8% | -9.6%
Cc1n[nH]c(C)c1S(=O)(=O)N1CCC(C(=O)N2CCn3c2nc2ccccc23)CC1 | -5% | i | -2% | -1% | -9% | 9% | 4.3% | 0.1% | -24%
O=C(NCc1ccccc1)c1ccc(OCC2CCCO2)cc1 (stereo unspecified) | 1% | i | -12% | -4% | 0% | 8% | 0.0% | -0.2% | -2.3%
Cc1ccc(NC(=O)CN(c2ccc(C)cc2)S(=O)(=O)c2cccc3nonc23)cc1 | 18% | i | 17% | 11% | -1% | -1% | -1.6% | -0.5% | -4.1%
CCN1CCCC1CNCc1cccc(OC)c1OCc1ccc(F)cc1 (stereo unspecified) | -20% | i | -5% | 1% | 24% | -3% | -1.2% | -0.7% | 3.1%

Additional records follow.
SMILES | human PMI inhibitors | Yfh1-off respiration | P. falciparum M17LAP | Siah-1 displacement | Salmonella PhoP GFP | P. falciparum M1AAP | ER stress rescue | West Nile antiviral | XIAP antagonists
CCOC(=O)Cc1csc(NC(=O)COc2ccc3ccccc3c2)n1 | 19% | i | -7% | -3% | 4% | 0% | -2.6% | -0.5% | -0.3%
COc1cccc(NC(=O)C2CCN(c3ncccn3)CC2)c1 | 8% | i | 9% | 2% | 2% | 6% | . | -0.2% | -2.9%
Nc1ncnc2nc(SCCc3ccccc3)[nH]c12 | -2% | i | 5% | -1% | 3% | 3% | 2.5% | -0.4% | -3.9%
O=C1NC(=Nc2cccc(O)c2)S/C1=C\c1cccnc1 | . | i | -3% | -5% | 2% | 3% | . | 0.6% | .
Cn1c(SCC(N)=O)nnc1-c1ccc(C(C)(C)C)cc1 | -6% | i | -1% | 9% | 5% | 0% | 0.6% | -0.2% | -1.7%
C#CCNC(=O)C1=C[C@H](C2CCCCC2)[C@@H](CCCO)[C@H](OCC)O1 | 5% | i | -5% | 1% | 2% | 1% | 1.6% | -0.5% | -5.0%
Cc1ccccc1N1CCN(C(=O)c2ccc(Oc3ccc(C(F)(F)F)cn3)cc2)CC1 | 22% | i | 0% | -2% | 3% | 0% | -0.5% | -0.3% | -5.1%
CCOC(=O)CSc1nnc2n1C(C)(C)Cc1ccccc1-2 | -3% | i | 10% | -3% | -3% | 11% | -0.3% | 0.5% | -7.5%
NC(=O)c1cc(Cl)cn(-c2ccccc2)c1=O | -10% | i | 3% | -2% | 11% | 2% | 0.1% | 0.1% | -4.7%
O=C(CSc1nnc(-c2ccc(F)cc2)o1)NC1CCCCC1 | 6% | i | . | 5% | . | . | 2.8% | -0.9% | -5.4%
CSc1nc2ccc(NS(=O)(=O)c3ccc(Br)s3)cc2s1 | . | i | -1% | -2% | 5% | 4% | . | 0.5% | .
